# High-throughput results (PubChem BioAssay)
# Pf growth 96h – P. falciparum growth inhibition at 96 hour, primary screen for plastid delayed-death inhibitors; P. falciparum luciferase reporter growth, 96 h; Potency, µM (titrated, usually from 28.7 µM), without a hit: top-dose activity change, negative = inhibition, most hits filed as inhibitors; 6.9% of 320,000 active; further: potency means the concentration at half of the fitted maximal effect; on the % scale 0 is the no-effect control and ±100 the full control effect
#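 Two-generation exposure (96 h) targets delayed-death phenotype. Reporter parasites carrying integrated firefly luciferase, in red cells at 2% hematocrit and 0.05% parasitemia final, kept at 37 C, 5% CO2; luminescence loss indicates inhibition.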
# Pf growth 48h – inhibits P. falciparum growth in the first generation, 48 h; P. falciparum luciferase growth in erythrocytes, 48 h; Potency, µM (doses to about 28.7 µM), inactives show top-dose activity change, negative = inhibition, hits mostly inhibitors; 5.9% of 310,000 active; further: potency means the concentration at half of the fitted maximal effect; on the % scale 0 is the no-effect control and ±100 the full control effect
#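 A one-generation exposure of luciferase-tagged malaria parasites in RPMI 1640/Albumax erythrocyte culture, 37 C and 5% CO2. Inhibition is inferred from decreased luminescence after adding detection reagent.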
# LmPK inh – blocks Leishmania mexicana pyruvate kinase activity | Q27686 | purified LmPK, Kinase-Glo ATP luminescence, 1 h | Potency, µM (series often up to 57.5 µM), for inactives: at the top dose activity change, negative = inhibition, most hits filed as inhibitors | 0.37% of 290,000 active | AID 1721; further: potency means the concentration at half of the fitted maximal effect; on the % scale 0 is the no-effect control and ±100 the full control effect
# Target sequence (Q27686 whole entry, looked up): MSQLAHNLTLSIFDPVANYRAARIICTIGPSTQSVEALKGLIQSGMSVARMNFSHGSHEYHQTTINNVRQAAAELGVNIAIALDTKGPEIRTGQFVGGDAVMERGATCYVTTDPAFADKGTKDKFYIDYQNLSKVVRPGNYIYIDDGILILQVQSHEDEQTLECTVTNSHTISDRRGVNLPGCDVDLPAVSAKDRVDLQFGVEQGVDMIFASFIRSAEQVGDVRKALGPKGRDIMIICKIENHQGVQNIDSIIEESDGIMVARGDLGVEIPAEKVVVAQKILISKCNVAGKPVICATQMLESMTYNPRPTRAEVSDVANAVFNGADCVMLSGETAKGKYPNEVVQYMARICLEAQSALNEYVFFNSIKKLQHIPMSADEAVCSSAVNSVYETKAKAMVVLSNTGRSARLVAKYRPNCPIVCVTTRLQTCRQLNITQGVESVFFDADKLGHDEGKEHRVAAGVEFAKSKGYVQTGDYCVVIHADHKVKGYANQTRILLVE
#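 ATP generated from ADP (0.1 mM) and PEP (0.5 mM) by 0.1 nM LmPK over 1 h at room temperature (pH 7.2 imidazole buffer) was detected by coupled luciferase luminescence. Values were normalized to uninhibited and no-enzyme wells.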
# AMA1-RON2 inh – AMA1-RON2 (P. falciparum) interaction inhibition | AlphaScreen AMA1-biotinylated RON2 peptide binding | 0.2% of 360,000 active | AID 720542 | Potency, µM (top dose mostly 58.2 µM), without a hit: at the top dose activity change, negative = inhibition, actives largely listed as inhibitors;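 further: potency means the concentration at half of the fitted maximal effect; 0% = vehicle wells and -100% = peptide control; nearly all actives have a fitted effect of over 45% in size; some results filed as inactive show a strong effect at the top dose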
#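 AMA1 (3D7) with his tag at 25 nM final met compounds first, then biotinylated RON2 peptide at 25 nM; detection used donor plus acceptor beads, 10 µg/mL apiece, read by AlphaScreen after 30 min at room temperature.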
# Cycloheximide cs – counter-screen for Shiga toxin inhibitors: cycloheximide protein synthesis inhibition. max response, %. 12% of 300,000 active. cell reporter, cycloheximide protein synthesis inhibition counterscreen. AID 2314; in the data active means max response mostly above about 13%, no sharp cut-off; inactive means mostly below about 14%; further: read at 38.3 µM for the half of the compounds with a filed dose; 0% is about no effect
# Shiga inhibitor – Shiga toxin inhibition | Vero cells, Shiga toxin protein synthesis inhibition reporter | inhibition, % at 38.7 µM | AID 2315 | 9.2% of 290,000 active; in the data active means inhibition mostly above about 28%, no sharp cut-off; inactive means mostly below about 43%; further: 0% is about no effect
# TbPYK inhibitor – inhibitors of Trypanosoma brucei pyruvate kinase. TbPYK enzyme, Kinase-Glo Plus ATP luminescence, 45 min. 0.12% of 410,000 active. Potency, µM (series often up to 76.8 µM), without a hit: at the top dose activity, negative = inhibition, hits mostly inhibitors. AID 624173; further: potency means the concentration at half of the fitted maximal effect; on the % scale 0 is the no-effect control and ±100 the full control effect; nearly all actives have a fitted effect of over 50% in size
#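 TbPYK + substrate in 50 mM TEA pH 7.2, 100 mM KCl, 10 mM MgCl2, 0.05% BSA, 0.01% Tween-20; cpd pinned; ADP 130 uM final; 45 min RT; Kinase-Glo Plus 10 min; luminescence endpoint.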
# An asterisk follows results filed as active; ? = inconclusive; . = no result given; & = joins results of further samples; [ ] = another dose, or the depositor's remark. Unless noted, the call rests on the fitted dose curve; in most records, active means well fitted curve in the direction sought with a large enough effect; inconclusive means small, poorly fitted or top-dose-only effect, or another doubt; inactive means no such curve, though single readings can be large; an effect the other way counts as inactive or inconclusive.
SMILES,Pf growth 96h,Pf growth 48h,LmPK inh,AMA1-RON2 inh,Cycloheximide cs,Shiga inhibitor,TbPYK inhibitor
O=C(CSc1nnc(-c2ccccc2F)n1C1CC1)Nc1cccnc1Cl,?,-7%,1%,-5%,-3,5,-22%
CCCC1=Nc2cc(C(=O)NCCCN3CCOCC3)ccc2Sc2ccccc21,37%[activator],?,0%,0%,-2,-4,-3%
CCOC(=O)CNC(=O)C12CC3CC(C1)CC(c1ccc(C)cc1)(C3)C2,5%,0%,3%,2%,6,-6,1%
CCOC(=O)C(NC(C)=O)C(=O)Nc1c(C)cccc1C (configuration not stated),19%,7%,0%,-1%,-2,-8,3%
O=C(/C=C/c1ccccc1)Nc1ccc(Cl)cn1,-20%,104%[activator],-4%,5%,33*,112*,-3%
N#CCSc1nnc(-c2ccc(F)cc2)n1N,53%[activator],-2%,-3%,7%,-2,-5,2%
Cc1cccc(N2CCN(S(=O)(=O)c3c(C(=O)N4CCCCC4)c(C)n(C)c3C)CC2)c1C,-17%,?,2%,-12%,-8,-8,7%
N=c1ccn(Cc2ccc(Cl)c(Cl)c2)cc1,-33%,0.59µM*,1%,-8%,12,-5,-3%
CCNC(=O)N1C(=O)C2(OCCO2)c2cc(Br)ccc21,23%,5%,5%,28%,-3,25,-9%
Cc1cc(N2CCOCC2)ccc1/C=C1\NC(=O)N(CC(=O)Nc2ccc(F)cc2)C1=O,2.9µM*,58%[activator],1%,-2%,23*,91*,-2%
COc1cc(/C=C(\C#N)C(=O)NCC2CCCO2)ccc1OC(C)C (configuration not stated),?,-11%,0%,?,73*,92,-2%
Cc1ccccc1NC(=O)c1ccc(NS(=O)(=O)c2cc(C(C)(C)C)cc(C)c2C)cc1,11%,-8%,8%,19%,-5,-6,1%
CC(C)CCNC(=O)C1(c2cccs2)CCOCC1,4%,-7%,5%,12%,-2,-9,2%
C=CCn1c(=NC(=O)C2CCCCC2)sc2cc(NC(C)=O)ccc21,12%,2%,0%,-5%,-2,13,3%
CCOc1ccc(OCCNCc2ccc(OC(C)C(=O)N(C)C)c(OCC)c2)cc1 (configuration not stated),-9%,.,-4%,?,-2,-5,-3%
CC1(OC(=O)CCc2ccccc2)C(=O)C=C2C=C(c3ccc(C#N)cc3)N(CCc3ccccn3)C=C2C1=O (configuration not stated),13µM*,?,-5%[11.5 µM],5%,-1,22,3%
O=C(Cc1ccccc1)N/N=C/c1cccnc1,5%,.,-2%,10%,2,-8,-7%
O=C(NNC(=S)NC(=O)c1ccco1)c1ccc(NC(=O)c2ccccc2)cc1,61%[activator],?,11%[11.5 µM],60%[activator],-8,-9,2%
CN(C)N1C(N)=C(C#N)C(c2cccnc2)C2=C1CC(C)(C)CC2=O (configuration not stated),30%[activator],-11%,-5%,0%,20,-23,-2%
COCCNC(=O)Cn1nc(C)c([N+](=O)[O-])c1C,3%,11%,8%,10%,1,-8,-3%
O=C(O)CCCNS(=O)(=O)c1ccc(Br)s1,114%[activator],17%,1%,-6%,-4,-23,0%
N/C(=N\OC(=O)c1ccccc1F)c1ccc([N+](=O)[O-])cc1,215%[activator],.,-3%,-12%,30*,39,-6%
CC(C)COP(=O)(OCC(C)C)C(Nc1ccccc1)c1ccccc1 (configuration not stated),?,?,8%,-14%,-1,9,2%
CC(OC(=O)c1cccs1)C(=O)NC1CCCCC1C (configuration not stated),28%,8%,.,13%,.,.,10%

# Brought forward from above: 4 entries; new compounds follow.
SMILES,Pf growth 96h,Pf growth 48h,LmPK inh,AMA1-RON2 inh,Cycloheximide cs,Shiga inhibitor,TbPYK inhibitor
O=C(O)CCCNS(=O)(=O)c1ccc(Br)s1,114%[activator],17%,1%,-6%,-4,-23,0%
N/C(=N\OC(=O)c1ccccc1F)c1ccc([N+](=O)[O-])cc1,215%[activator],.,-3%,-12%,30*,39,-6%
CC(C)COP(=O)(OCC(C)C)C(Nc1ccccc1)c1ccccc1 (configuration not stated),?,?,8%,-14%,-1,9,2%
CC(OC(=O)c1cccs1)C(=O)NC1CCCCC1C (configuration not stated),28%,8%,.,13%,.,.,10%
O=C(CCC1CCCC1)NNC(=O)c1cc2ccccc2cc1O,55%[activator],19%,0%,33%[activator],8,-3,-4%
Cc1ccc(S(=O)(=O)NCCC(=O)OCC(=O)N(Cc2ccccc2)C(C)(C)C)cc1,-1%,10%,.,9%,.,.,-1%
COc1cc(CCN2C(=O)c3cccc4cccc(c34)C2=O)c(S(=O)(=O)N2CCC(C)CC2)cc1OC,?,6.6µM*,1%,-11%,-5,13,-4%
Cc1ccc2cc(C#N)c(SCC(=O)NNC(=O)Cc3ccccc3)nc2c1,?,5%,1%,26%,-3,-15,-12%
O=C(Nc1ccc(Cl)c(Cl)c1)C1CCN(C(=O)c2ccco2)CC1,-7%,8%,.,-6%,.,.,-4%
Cc1cc(C)n2c(nc3ccccc32)c1C(=O)NCc1ccccc1,0%,0%,5%,8%,-3,19,-2%
Cc1nc2ccccc2nc1N/N=C/c1ccc(O)cc1,41%[activator],27%,1%,82%[activator],40*,53*,-5%
Cc1cccc(NC(=O)CCOc2ccccc2)c1,.,.,9%,15%,9,52,-1%
Fc1cccc(Cl)c1CN1CCN(c2nc3ccccc3s2)CC1,129%[activator],66%[activator],-1%,-4%,53*,159*,-4%
Cn1cnc2c1c(=O)[nH]c(=O)n2C,26%&-18%,20%&-7%,-7%,.,-3,-7,3%
Cc1cc2cc(C#N)c(N3CCOCC3)nc2cc1Cl,?,7%,-5%,7%,-3,-2,1%
O=C(CCN1CCOCC1)Nc1ccc(F)cc1,0%,2%,4%,0%,1,-8,0%
CCc1ccccc1OCC(=O)Nc1cccc(S(=O)(=O)N2CCCC2)c1,?,?,.,-17%,.,.,5%
N=C(N)n1c(N)nc2ccccc2c1=O,?,-17%,-4%,2%,-2,12,-5%
Cc1nn(CC(=O)Nc2cccnc2)c(=O)c2ccccc12,30%,-5%,-1%,5%,-5,-15,0%
O=c1ccccn1Cc1c(Cl)cccc1Cl,53%[activator],20%,-1%,-2%,1,-15,-3%
O=C(CCS(=O)(=O)CCN1CCOCC1)NCNC(=O)CCS(=O)(=O)CCN1CCOCC1,-2%,-10%,2%,-5%,-1,-14,-1%
CCCC1CCc2c(sc(NC(=O)c3cccs3)c2C(N)=O)C1 (configuration not stated),16%,74%,2%,-11%,-2,15,1%
O=C(NCc1ccco1)N1c2ccccc2Sc2ccccc21,18%,?,5%,-4%,13,26,3%
COc1cc2c(cc1NC(=O)/C=C/c1ccc([N+](=O)[O-])cc1)oc1ccccc12,29%,31%[activator],-2%,4%,5,-4,2%
COc1ccccc1-c1nc(-c2ccncc2)no1,.,111%[activator],?,-4%,32*,79*,.
Cc1ccccc1C(=O)O/N=C(\N)c1ccccc1,4%,6%[0.00184 µM],-75%,9%,21*,28,?
COc1ccc(C)cc1S(=O)(=O)NC1CCCC1,?,-19%,0%,-21%,-1,13,-1%
Cc1cc2ccccn2c1C(=O)c1ccc([N+](=O)[O-])o1,?,-28%,-4%,-20%,34*,23,1%
CC(=O)c1cccc(NC(=O)N2C3CCC2CC(NC(=O)Nc2ccccc2)C3)c1 (configuration not stated),29%,?,11%,11%,5,10,1%
COc1cc(C(=O)Nc2cccc(-c3nc4cc(C)cc(C)c4o3)c2)cc(OC)c1OC,41%[activator],35%[activator],1%,13%,1,1,5%
N#Cc1c(/N=C/c2ccccc2)oc(-c2ccccc2)c1-c1ccccc1,-18%,?,3%,-10%,5,-3,-5%
Cc1cc2c(cc1S(=O)(=O)N(C)Cc1ccccc1)OCC(=O)N2,15%,-3%,-2%,-3%,-3,6,-13%
Cn1cnc2c1c(=O)n(Cc1ccc(Cl)cc1Cl)c(=O)n2C,9.3µM*,-6%,-2%,-2%,-4,.,2%
CC(C)(C)C(=O)NC1CCN(S(=O)(=O)c2cccc(C(F)(F)F)c2)CC1,131%[activator],4%,4%,-7%,-6,-11,-7%
N#Cc1c(NC(=O)CCCl)sc2c1CCCCC2,5%,62%[activator],2%,-5%,22*,25,5%
CCOCc1nnc(NC(=O)CSCc2ccccc2)s1,.,21%,0%,8%,-2,-14,1%
Cc1cc(-n2c(C)cc(C(=O)CCl)c2C)no1,?,-23%,-1%,0%,7,-18,5%
CN(C)[C@@H](CO)c1nnc([C@H](Cc2ccc(O)cc2)NC(=O)C2CCNCC2)o1,30%[activator],?,4%,101%[activator],7,-11,1%
CC(C)CN1CCC(C(=O)NCC2CCCO2)CC1 (configuration not stated),?,7%,-9%,-15%,-3,9,-11%
CCc1c(C)sc(NC(=O)c2noc(C)c2[N+](=O)[O-])c1C#N,-1%,11%,-4%,1%,13,43,-6%

# The closing 2 records of the section above lead into the next:
SMILES,Pf growth 96h,Pf growth 48h,LmPK inh,AMA1-RON2 inh,Cycloheximide cs,Shiga inhibitor,TbPYK inhibitor
CC(C)CN1CCC(C(=O)NCC2CCCO2)CC1 (configuration not stated),?,7%,-9%,-15%,-3,9,-11%
CCc1c(C)sc(NC(=O)c2noc(C)c2[N+](=O)[O-])c1C#N,-1%,11%,-4%,1%,13,43,-6%
CC(=O)c1ccc(Nc2nc(=O)c3cccnc3s2)cc1,.,37%[activator],4%,-3%,39*,70*,-24%
C(#CCN1CCCC1)CN1CCCC1,?,12%,.,0%,.,.,-1%
COc1ccccc1C(NC(C)=O)c1cc(Cl)c2cccnc2c1O (configuration not stated),10%,14%[0.00184 µM],8%,82%[activator],-3,-7,-11%
CCOc1ccc(Br)cc1C(=O)Nc1ccc(C(=O)NCC(C)C)cc1,?,?,-4%,-4%,-3,11,-5%
COc1ccc(Cc2nnc(N)s2)cc1OC,164%[activator],1%,1%,-2%,-4,-5,-4%
Nc1ccc(C#Cc2ccc3c(=O)c4ccccc4oc3c2)cc1,-13%,76%[activator],9%,26%,37*,28*,-5%
NC(=O)C(c1ncc(C(F)(F)F)cc1Cl)c1c(Cl)cccc1Cl (configuration not stated),93%[activator],?,1%,-5%,1,-4,-7%
Cc1ccc(S(=O)(=O)c2nc(Cc3ccccc3)oc2N2CCOCC2)cc1,79%,1%,.,8%,.,.,5%
CSc1nnc(NC(=O)c2cc3ccccc3oc2=O)s1,-20%,.,-1%,2%,-4,-10,-6%
Cc1ccccc1NC(=O)CN1C(=O)N/C(=C\c2cccn2-c2cccc(C(=O)O)c2)C1=O,17%,0%,0%,15%,-9,-14,-16%
O=C(CN1C(=O)C(=O)N(Cc2ccccc2)C1=O)c1ccc[nH]1,73%[activator],43%[activator],.,-9%[11.6 µM],.,.,-3%
COC(=O)c1c(NC(=O)CSc2nnnn2C)sc(C)c1C,.,-29%,-3%,-1%,1,8,2%
COC(=O)c1cnc[nH]1,-3%,8%,0%,4%,0,-2,-9%
